Bioassay records deposited in PubChem by National Center for Advancing Translational Sciences (NCATS).
N370S GC mod – N370S glucocerebrosidase modulation, Gaucher chaperone candidate; Potency, µM (titrated, usually from 59.4 µM), inactives show at the highest dose activity change, negative = inhibition, most hits filed as inhibitors; N370S GC spleen homogenate, 4MU-glucoside fluorescence; 330,000 compounds, 0.092% hits; P04062;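 further: 0% = full enzyme activity and -100% = no enzyme basal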
TDP1 inh – blocks human tyrosyl-DNA phosphodiesterase 1; Q9NUW8; recombinant TDP1, AlphaScreen DNA substrate cleavage; Potency, µM (top dose mostly 130 µM), without a hit: at the highest dose activity change, negative = inhibition, hits mostly inhibitors; 350,000 compounds, 0.28% hits; AID 485290; further: nearly all actives have a fitted effect of over 40% in size
Target sequence (Q9NUW8 whole entry, looked up): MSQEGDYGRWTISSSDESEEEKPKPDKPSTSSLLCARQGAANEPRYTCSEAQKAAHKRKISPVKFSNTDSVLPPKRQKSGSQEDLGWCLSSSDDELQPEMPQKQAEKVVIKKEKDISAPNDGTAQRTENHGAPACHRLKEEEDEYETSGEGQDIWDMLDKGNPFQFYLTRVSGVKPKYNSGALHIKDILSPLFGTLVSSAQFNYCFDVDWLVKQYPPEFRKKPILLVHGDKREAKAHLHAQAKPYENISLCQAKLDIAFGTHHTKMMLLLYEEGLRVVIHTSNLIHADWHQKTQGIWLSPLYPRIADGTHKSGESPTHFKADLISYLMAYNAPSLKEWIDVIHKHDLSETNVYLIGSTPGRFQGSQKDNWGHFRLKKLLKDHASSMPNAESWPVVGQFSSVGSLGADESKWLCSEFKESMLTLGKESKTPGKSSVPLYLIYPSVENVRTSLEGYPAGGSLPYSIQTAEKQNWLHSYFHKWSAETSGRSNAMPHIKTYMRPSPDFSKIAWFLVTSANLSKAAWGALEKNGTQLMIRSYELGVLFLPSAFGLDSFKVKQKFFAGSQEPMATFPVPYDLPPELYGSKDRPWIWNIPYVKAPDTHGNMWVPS
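Here, a 5' biotin and 3' phosphotyrosine-FITC DNA oligonucleotide reports Tdp1 activity: intact substrate bridges AlphaScreen beads, while cleavage leaves a 3' phosphate and drops signal. All incubations at room temperature.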
DT40 TDP1 no CPT – qHTS for Inhibitors of human tyrosyl-DNA phosphodiesterase 1 (TDP1): qHTS in cells in absence of CPT. DT40 Tdp1-/- hTDP1 cells, no CPT, ATP luminescence, 48 h. Potency, µM (highest dose often 46.2 µM), for inactives: at the top dose activity change, negative = growth inhibition, usual class: inhibitors. 420,000 compounds, 15% hits; further: nearly all actives have a fitted effect of over 55% in size
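Cells were dispensed at 400 per well, compounds added by pin tool, plates incubated ≥48 hr at 37 °C, then CellTiter-Glo added for 30 min at room temperature before luminescence reading. Line: DT40 Tdp1-/- complemented with hTDP1; camptothecin omitted.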
Numbers without * were called inactive; ? = inconclusive; · = not tested or not shown; & = joins results of further samples; [ ] = remark or other dose. The call rests on the fitted dose curve; in most records, active means well fitted curve in the direction sought with a large enough effect; inconclusive means small, poorly fitted or top-dose-only effect, or another doubt; inactive means no such curve, though single readings can be large; an effect the other way counts as inactive or inconclusive. Unless noted, on the % scale 0 is the no-effect control and ±100 the full control effect; potency means the concentration at half of the fitted maximal effect.

SMILES	N370S GC mod	TDP1 inh	DT40 TDP1 no CPT
COc1ccc2cc(C#N)c(N3CCOCC3)nc2c1	-11%	0%	?
O=c1[nH]c2cc3c(cc2cc1CN(Cc1nnnn1CC1CCCO1)C1CCCCC1)OCO3 (configuration not stated)	6%	3%	?
COc1ccc(-c2cc(C(=O)N3CCN(c4ncccn4)CC3)c3ccccc3n2)c(OC)c1	6%	6%	23µM*
COC(=O)C1=C(N)c2c(F)cccc2C1(C#N)c1ccccc1 (configuration not stated)	4%	3%	?
CCOc1nc2cnccc2n(CC(=O)Nc2cccc(C)c2)c1=O	-14%	3%	3%
O=C(Nc1nc2c(s1)CCCC2)c1ccc2ncsc2c1	5%	0%	?
CCN(C(=O)Cn1nc2c3cc(F)ccc3n(Cc3cccc(C)c3)cc-2c1=O)c1cccc(C)c1	·	11%	-1%
Cn1c(SCc2cc(=O)[nH]c3ccccc23)nnc1-c1ccco1	4%	1%	-7%
COc1ccc(/C=N/n2cc(-c3ccc(OC)cc3)nc2N)cc1	-16%	6%	?
O=C(Nc1ccncc1)c1ccc(-c2ccccc2)cc1	3%	-3%	2.9µM*
Cc1cccc(COCC(Cc2ccccc2)N2CCN(C(=O)c3ccc(C(F)(F)F)cc3)CCC2=O)c1 (configuration not stated)	12%	3%	21µM*
N#Cc1cc2c(nc1S(=O)(=O)Cc1ccccc1)CCCC2	7%	10%	0%
CC1(C)CC2(CC(C)(C)NC(=O)N2)NC(=O)N1	9%	1%	-13%
O=S1(=O)CCOC[C@H](CC2CCCCC2)N1Cc1ccc(F)cc1	?	·	?
CCOC(=O)c1ccccc1NC(=O)C1CCN(c2ncnc3sc(C)c(C)c23)CC1	9%	·	?
CCCCN(CC)CCCNC(=O)C1CCN(c2nc3ccc(CC)cc3s2)CC1	·	9%	13µM*
Clc1cc(Cl)c(Cl)cc1Cl	2%	0%&9%	-21%
Cc1ccc(S(=O)(=O)n2c3ccc(Cl)cc3c3nc(C)sc32)cc1	4%	2%	-8%
O=C(COC(=O)c1ccc(O)cc1O)c1ccc2c(c1)OCCO2	·	-6%	?
COc1ccccc1OCC(=O)Nc1ccc2c(c1)n(C)c(=O)n2C	18%	5%	?
Cc1cccc(-n2c(SCC(=O)Nc3ccc(C)c(C)c3)nc3n[nH]c(C)c3c2=N)c1	·	0%	7.3µM*
CC1(C)Cc2c(c(N3CCOCC3)nc3sc4c(NCc5ccco5)nnnc4c23)CS1	?	9%	18µM*
COc1ccc(-c2nnn(CC(=O)N(CCN3CCOCC3)C(C(=O)NC3CCCC3)c3ccco3)n2)cc1 (configuration not stated)	8%	3%	0%
Cc1c(Cl)c([N+](=O)[O-])nn1CC(=O)N1CCCC1	-22%	5%	3%
COC(=O)c1ccc(Cn2c(SCC(=O)Nc3ccc(F)cc3)nc3ccccc32)cc1	·	-1%	?

Exported in markdown: entries from further up.
| structure | N370S GC mod | TDP1 inh | DT40 TDP1 no CPT |
| --- | --- | --- | --- |
| CCOc1nc2cnccc2n(CC(=O)Nc2cccc(C)c2)c1=O | -14% | 3% | 3% |
| O=C(Nc1nc2c(s1)CCCC2)c1ccc2ncsc2c1 | 5% | 0% | ? |
| CCN(C(=O)Cn1nc2c3cc(F)ccc3n(Cc3cccc(C)c3)cc-2c1=O)c1cccc(C)c1 | · | 11% | -1% |
| Cn1c(SCc2cc(=O)[nH]c3ccccc23)nnc1-c1ccco1 | 4% | 1% | -7% |
| COc1ccc(/C=N/n2cc(-c3ccc(OC)cc3)nc2N)cc1 | -16% | 6% | ? |
| O=C(Nc1ccncc1)c1ccc(-c2ccccc2)cc1 | 3% | -3% | 2.9µM* |
| Cc1cccc(COCC(Cc2ccccc2)N2CCN(C(=O)c3ccc(C(F)(F)F)cc3)CCC2=O)c1 (configuration not stated) | 12% | 3% | 21µM* |

The listing picks up, starting two compounds before the break.
SMILES	N370S GC mod	TDP1 inh	DT40 TDP1 no CPT
Cc1c(Cl)c([N+](=O)[O-])nn1CC(=O)N1CCCC1	-22%	5%	3%
COC(=O)c1ccc(Cn2c(SCC(=O)Nc3ccc(F)cc3)nc3ccccc32)cc1	·	-1%	?
CSc1ccccc1NC(=O)c1ccccc1	-6%	-2%	6%
COC(=O)c1ccsc1NC(=O)CCc1ccccc1	5%	-17%	8%
CCCCn1c(N)c(N(C)C(=O)c2cc3c(F)cccc3s2)c(=O)[nH]c1=O	·	-2%	7%
CCC1SC2=NC(C)=C(C(=O)OC)C(c3ccc(C)cc3)N2C1=O (configuration not stated)	1%	0%	?
COc1cccc(C(=O)Nc2c3c(nn2-c2ccc(Cl)cc2)CS(=O)(=O)C3)c1	·	8%	?
CCOc1cc2[nH]c(=O)n(Cc3ccc(C(=O)N4CCN(c5ccccc5)CC4)cc3)c(=O)c2cc1OCC	·	2%	5.8µM*
COc1ccc(OCC(=O)Nc2ccc(S(=O)(=O)Nc3cc(C)on3)cc2)cc1	-7%	-2%	-7%
Cc1cccc(N2CCN(c3ccc(C(=O)O)cc3NC(=O)c3ccccc3F)CC2C)c1 (configuration not stated)	·	-3%	?
Cc1ccc(NC(=O)CN(C)C(=O)CSc2nc3ccccc3c(=O)n2CCO)cc1	-9%	0%	?
COc1ccccc1CNC(=O)C(C)n1nc(C)c2c(C)n(-c3ccccc3)nc2c1=O (configuration not stated)	0%	2%	-1%
Cc1cc(C)nc(NC(=O)c2ccc(Cl)cc2)n1	-5%	1%	-9%
O=C(NC(=S)Nc1ccc(S(=O)(=O)Nc2nccs2)cc1)c1ccc(F)c(F)c1	-3%	6%	-15%
O=C(COC(=O)/C=C/c1ccccc1)Nc1cccc(Oc2ccccc2)c1	20%	-3%	-23%
N#Cc1c(NC(=O)CCn2cnc3ccccc3c2=O)oc(-c2ccccc2)c1-c1ccccc1	?	4%	?
CNC(=O)c1c(NC(=O)c2ccc(S(=O)(=O)N3CCCC(C)C3)cc2)sc2c1CCC2 (configuration not stated)	·	1%	18µM*
O=C(NCc1ccco1)c1cnc2n(c1=O)CCS2	14%	-4%	-9%
O=C(NNc1ncnc2ccccc12)c1cccc(Cl)c1	7%	-3%	-18%
COc1ccc(-c2csc(NC(=O)CCNC(=O)c3ccco3)n2)cc1OC	·	2%	16µM*
CCCCCCCCCCCCCCCC(=O)N[C@@H](COP(=O)(O)O)C(=O)O	5%&2%&20%	4%&7%&5%	-5%[4.12 µM]
COC(=O)c1cc(S(=O)(=O)N2CCN(c3ccc(F)cc3)CC2)cn1C	1%	2%&5%	?
O=C(O)c1ccc(-n2nnnc2SCc2ccccc2Br)cc1	-7%	·	6%
O=C(NCCN1CCCOC1=O)C(=O)NCCN1CCCOC1=O	6%	·	2%
O=C(Nc1ccccc1)Nc1ccccc1NS(=O)(=O)c1cccs1	-27%	-5%	-14%
CCC(=O)N1CCc2cc(Br)cc(S(=O)(=O)N3CCCC(C(=O)Nc4cccc(F)c4)C3)c21 (configuration not stated)	·	0%	18µM*
CCCc1cc(C(=O)Nc2ccn(Cc3ccc(C)cc3)n2)no1	16%	·	6%

Taken from above:
O=C(NCc1ccco1)c1cnc2n(c1=O)CCS2 in TDP1 inh: -4%
Cc1ccc(NC(=O)CN(C)C(=O)CSc2nc3ccccc3c(=O)n2CCO)cc1 in TDP1 inh: 0%

Next section.
SMILES	N370S GC mod	TDP1 inh	DT40 TDP1 no CPT
O=C(Nc1nc(-c2cccnc2)cs1)c1ccc([N+](=O)[O-])cc1	-6%	3%	-28%
c1cnn(-c2cncc(-n3cccn3)n2)c1	-4%	0%	-2%
COCCn1c(N)c(C#N)c2nc3ccccc3nc21	?	3%	-19%
CN1CCN(CC(O)COCCOc2ccc(Br)cc2)CC1 (configuration not stated)	4%	-3%	?
CC(C)(C)NCCCCOc1ccc(F)cc1	-18%	7%	2%
COc1ccc(OC)c(NC(=O)Cn2cc(C#N)c3ccccc32)c1	?	2%	-2%
COc1cc(C2C(C(C)=O)=C(O)C(=O)N2CCc2c[nH]c3ccccc23)ccc1O (configuration not stated)	-6%	-4%	-3%
NC(=NCc1ccc2c(c1)OCO2)NC(=O)c1ccccc1	12%	-8%	?
Cn1c(=O)[nH]c(=O)c2c1nc(Br)n2C/C=N/NC(=O)c1ccccc1	-17%	4%	-23%
CCCS(=O)(=O)N1CCCC(C(=O)NCc2ccc(C)cc2)C1 (configuration not stated)	-4%	1%	-24%
COc1cccc(NC(=O)CSc2nnnn2C(C)C)c1	7%	6%	0%
Cc1nc(-c2ccc(Cl)cc2)sc1C1(C)CC(c2ccc([N+](=O)[O-])cc2)=NO1 (configuration not stated)	0%	6%	?
COc1ccccc1C1C2C(=O)N(c3ccccc3)C(=O)C2ON1c1ccccc1 (configuration not stated)	11%	5%	-4%
O=C(Nc1ccnc(-c2cccnc2)n1)c1ccc(Cl)cc1	2%	·	-19%
CCOC(=O)c1cnc2cc(C)nn2c1-c1ccccc1	6%	-2%	?
C=CCn1c(SCC(=O)NC2CCCCC2)nnc1-c1ccc(OC)cc1	6%	3%	-7%
Cc1ccc(CNC(=O)CSc2nc(=O)[nH]c3c2CCCC3)cc1	·	5%	2%
COc1cccc(C(=O)NCCSCc2c(F)cccc2Cl)c1	-6%	·	?
COc1cc(CN(C(=O)c2cccc(C)c2)c2ccccn2)cc(OC)c1OC	·	-1%	13µM*
CC1CCCC(C)N1S(=O)(=O)c1ccc(S(=O)(=O)NCc2ccccc2)cc1 (configuration not stated)	5%	-1%	-9%
O=Cc1cn(CC(=O)Nc2ccc(F)cc2)c2ccccc12	27%	6%	9.2µM*
CN(C)CCNc1ncnc2c1sc1nc(N3CCOCC3)c3c(c12)CC(C)(C)SC3	1%	5%	21µM*
Cn1cnnc1SCC(=O)Nc1ccc(S(=O)(=O)N2CCOCC2)cc1	·	1%	6%
COc1ccccc1NC(=O)CSCc1ccc([N+](=O)[O-])cc1	1%	2%	-10%
Cc1ccc(S(=O)(=O)N2CCOCC2)cc1NC(=O)COc1ccc2c(C)cc(=O)oc2c1	?	2%	?
(continued)
SMILES	N370S GC mod	TDP1 inh	DT40 TDP1 no CPT
Fc1ccc(CSc2nncn2NCc2ccc3c(c2)OCO3)cc1	0%	1%	?
CCN(CC)CCCN(Cc1cc2cc3c(cc2[nH]c1=O)OCO3)C(=O)Nc1ccccc1OC	8%	6%	-21%
CCOCCCNC(=O)c1cc(Nc2ccc(OC)cc2OC)nc2ccccc12	-10%	·	-20%
CCCc1ccc(-c2cc(C(=O)N3CCN(c4ccccn4)CC3)c3ccccc3n2)cc1	-2%	3%	18µM*
COc1ccc(-c2oc3ccc(-c4cc(OC)c(OC)c(OC)c4)cc3c2C(=O)c2ccc(OC)nc2)cc1	5%	·	?
CC(C)N(CCc1ccncc1)C(=O)Nc1ccc(F)cc1	-3%	-2%	2%
O=C(Nc1ccccc1F)c1ccc(CSc2ccccc2)o1	22%	?	7%

A portion of the library; count on the stated rates, not on these rows.
